Screens as filed in PubChem.
MgcRacGAP inhibition: MgcRacGAP GTPase-activating activity inhibitors, confirmation, biochemical, ADP Hunter fluorescence; MgcRacGAP-stimulated Rac1 GTP hydrolysis, ADP Hunter fluorescence; higher % means a stronger effect; GST-tagged Rac1 F28L mutant substrate; inhibition, % at 30 µM, or IC50 in µM where a hit was titrated; 340,000 tested, 0.6% active; AID 624330;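 active = first-screen hits whose inhibition reached a set limit at any dose in the follow-up dose series; inconclusive = inhibition above the set first-screen limit but never retested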;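 also: fluorescence reports GDP produced by GAP-driven GTP hydrolysis; strong numbers were not always called active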
Salmonella PhoP GFP: inhibitors of PhoP regulon expression, primary screen, Salmonella Typhimurium, GFP reporter (AID 1863). S. Typhimurium PhoP-regulated promoter GFP reporter, 4 h; higher % means a stronger effect. inhibition, % at 50 µM; hits with a dose series show IC50 in µM. 300,000 tested, 0.16% active;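 active = inhibition over 29.93%, a cutoff 3 SD above the screen mean, later confirmed by dose response; inconclusive = inhibition over 29.93% but no dose response follow-up; inactive = inhibition at most 29.93% or unconfirmed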;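 also: 0% = low Mg2+ inducing control and 100% = high Mg2+ repressing control; strong numbers were not always called active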
RSV CPE inhibition: inhibition of RSV-induced cytopathic effect – HEp-2 cells, primary 10 µM value included (AID 2391) | HEp-2 cells, RSV-induced CPE inhibition; higher % means a stronger effect | CPE inhibition, % at 10 µM, or IC50 in µM where a hit was titrated | 310,000 tested, 0.13% active; in the data active = a potency from the dose series; inconclusive = CPE inhibition mostly from about 23% at the one dose, without a potency; inactive = the rest, 99 in 100 with CPE inhibition below about 21%; also: strong numbers were not always called active
SV40 large T antigen: TAg ATPase/helicase activity blockers – biochemical (AID 1903). SV40 large T antigen ATPase/helicase inhibition assay; higher % means a stronger effect. one-dose inhibition, % at 20 µM; IC50 in µM for titrated hits. 310,000 tested, 0.39% active; in the data active = a potency from the dose series; inconclusive = inhibition mostly from about 32% at the one dose, without a potency; inactive = the rest, 99 in 100 with inhibition below about 32%; also: strong numbers were not always called active
Dengue-2 NS5 capping: Dengue-2 NS5 methyltransferase inhibitors, primary screen, biochemical, confirmation dose response (AID 588689); Dengue-2 NS5 methyltransferase capping enzyme assay, biochemical; higher % means a stronger effect; inhibition, % at 25 µM; hits with a dose series show IC50 in µM; 340,000 tested, 0.3% active; in the data active = a potency from the dose series; inconclusive = inhibition above about 29% without an active follow-up result
West Nile antiviral: West Nile virus antiviral activity, cell-based, CPE readout (AID 1621). West Nile virus-infected cells, CPE inhibition; higher % means a stronger effect. CPE inhibition, % at 10 µM; hits with a dose series show IC50 in µM. 290,000 tested, 0.02% active; in the data active = a potency from the dose series; inconclusive = CPE inhibition mostly from about 3.7% at the one dose, without a potency; inactive = the rest, 99 in 100 with CPE inhibition below about 2.2%; also: strong numbers were not always called active
LYP phosphatase: inhibitors of LYP phosphatase, biochemical, fluorescence intensity, uHTS (AID 1779). inhibition, % at 11.5 µM, or IC50 in µM where a hit was titrated. recombinant LYP phosphatase, fluorescence intensity; higher % means a stronger effect. 290,000 tested, 0.054% active; in the data active = inhibition above about 50%;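 also: plate controls were vehicle with enzyme for no effect and no enzyme for full effect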
ER stress rescue: protection against thapsigargin-triggered cell killing – 384-well, CSM14.1, ATP luminescence, primary screen (AID 1222) | 190,000 tested, under 10 active | CSM14.1 thapsigargin-induced death rescue, ATP luminescence; higher % means a stronger effect | cellular ATP content (survival), % at 20 µM, or EC50 in µM where a hit was titrated;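 active = EC50 below 50 µM in the dose-response confirmation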;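 also: death triggered by thapsigargin at about 15 µM added after 2 h compound pretreatment; cell ATP read after overnight thapsigargin exposure of roughly 18 to 22 hours; normalized against plate controls of thapsigargin alone and 5% DMSO vehicle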
GPR35 arrestin U2OS: GPR35 antagonists blocking zaprinast-driven arrestin recruitment, primary screen, imaging, U2OS, beta-arrestin-GFP, zaprinast agonist (AID 2058); U2OS GPR35 beta-arrestin-GFP translocation imaging, zaprinast antagonism; higher % means a stronger effect; inhibition, % at 10 µM; hits with a dose series show IC50 in µM; 290,000 tested, 0.052% active;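 active = inhibition of at least 50% with at least 30 cells and total cytoplasm GFP at most 10,000,000; inconclusive = under 30 cells or total GFP of 10,000,000 plus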
Dengue-2 NS5 capping pilot replicate: recorded beside Dengue-2 NS5 capping, whose call it bears; inhibition, %; measured here: pilot screen replicate inhibition
An asterisk follows results filed as active; ? = inconclusive; · = not tested or not shown. The list is partial; rates above refer to the full screens.

SMILES	MgcRacGAP inhibition	Salmonella PhoP GFP	RSV CPE inhibition	SV40 large T antigen	Dengue-2 NS5 capping	West Nile antiviral	LYP phosphatase	ER stress rescue	GPR35 arrestin U2OS	others
Cc1nn(Cc2ccccc2)c(Cl)c1C(=O)NC1CCCc2ccccc21 (stereo unspecified)	13%	24%	6.0%	21%	-5%	-0.4%	4%	-2.6%	-8%
Cc1cccc(-n2c(O)c(/C=C/C=Nc3ccccc3)c(=O)[nH]c2=O)c1	6%	-64%	1.8%	8%	-5%	-0.1%	8%	-0.9%	11%
COc1ccc(NP(=O)(Oc2cccc(C)c2)Oc2cccc(C)c2)cc1OC	-13%	-3%	4.6%	12%	-2%	-0.2%	0%	·	-10%
C[C@]12CCC(=O)C=C1CC[C@@H]1C2CC[C@]2(C)C(=O)CCC12 (stereo partly specified)	3%	13%	3.3%	-34%	2%	-0.6%	-5%	·	-9%
O=C1NC(=O)N(Cc2ccccc2)C(=O)/C1=C/c1cnc(-c2ccccc2)nc1	10%	-11%	0.8%	24%	-7%	1.0%	1%	-0.8%	-1%
CCc1ccc2c(CN3CC=C(c4ccccc4)CC3)cc(=O)oc2c1	-1%	9%	1.9%	-4%	-11%	-0.7%	2%	-2.5%	-4%
CC(=O)OC1CC[C@]2(C#N)[C@H]3CC[C@]4(C)[C@H](C5C=CC(=O)O5)CCC4(O)C3CCC2(O)C1 (stereo partly specified)	·	·	17%	2%	4%	18%	-4%	·	6%
CSc1nnc([C@@H](N)Cc2ccccc2)o1	8%	11%	-0.1%	13%	-4%	-0.1%	-8%	-0.4%	8%	Dengue-2 NS5 capping pilot replicate=-5.9
CCc1ccc(N2C(=O)NC(=O)/C(=C\c3cccn3CCOc3ccc(C(C)C)cc3)C2=O)cc1	3%	-5%	1.6%	13%	6%	-0.9%	-4%	-1.0%	·
O=C(CN1CC(c2ccccc2)CC1=O)Nc1cccc(F)c1 (stereo unspecified)	-5%	14%	3.2%	-3%	-4%	·	-10%	-2.1%	7%
CCOC(=O)C1(CCOc2ccccc2)CCN(C(C)CSC)CC1 (stereo unspecified)	9%	-2%	2.8%	8%	-8%	-1.3%	-3%	·	5%
Fc1ccc(C2NCCc3[nH]cnc32)cc1 (stereo unspecified)	2%	-14%	1.3%	15%	-8%	-0.4%	0%	-0.2%	-12%
COc1ccc(CCn2c(O)c(C=NCCCn3ccnc3)c(=O)[nH]c2=O)cc1OC	12%	14%	1.3%	13%	-3%	1.0%	-4%	-1.2%	3%
CC12CN3CCN(CC(C3)C1O)C2 (stereo unspecified)	9%	0%	1.4%	23%	-4%	-0.1%	-6%	-0.4%	-9%
COc1ccc2c(C)c(CC(=O)N3C[C@H]4C[C@@H](C3)c3cccc(=O)n3C4)c(=O)oc2c1	6%	5%	1.0%	5%	-8%	0.7%	-12%	·	-4%
Cc1ccccc1-n1c(C)nc2sccc2c1=O	4%	-4%	1.1%	6%	1%	0.7%	-7%	-1.0%	-2%
NCC(O)c1cc(O)c(O)cc1F (stereo unspecified)	-9%	-9%	1.0%	32%	-6%	·	·	·	·
CSc1ccc(CNC2CN3CCC2CC3)cc1 (stereo unspecified)	9%	10%	-1.9%	2%	-5%	-0.2%	-9%	-1.5%	16%
CCCCc1ccc(NC2=NCCCS2)cc1	7%	5%	-0.1%	4%	-15%	-0.7%	-6%	·	-15%
CC(C)c1ccc(-n2c(O)c(C=NCCN3CCNCC3)c(=O)[nH]c2=S)cc1	-8%	·	1.6%	8%	-6%	-1.2%	-4%	·	-1%
CC(=NCc1cccnc1)c1c(O)n(-c2ccccc2C)c(=O)[nH]c1=O	1%	13%	0.5%	-2%	1%	0.2%	0%	-0.6%	-11%
COCCN1C(=O)NC(=O)/C(=C\c2ccc(F)cc2)C1=O	9%	2%	0.8%	3%	-2%	0.0%	-4%	-0.2%	-15%
N=C1c2ccccc2CN1c1cccc([N+](=O)[O-])c1	-1%	0%	0.7%	3%	-5%	-0.7%	2%	-0.2%	-8%
C/C(=N\NC(=O)c1ccccc1Cl)c1c(O)n(C2CCCCC2)c(=O)[nH]c1=O	15%	-6%	2.2%	14%	-17%	0.0%	-11%	·	-11%
Nc1c(C(=O)OC2CCCCC2)c2nc3ccccc3nc2n1CC1CCCO1 (stereo unspecified)	-1%	4%	22%	?	-10%	·	-13%	-0.6%	-2%

No new results follow: 4 of the compounds above.
SMILES	MgcRacGAP inhibition	Salmonella PhoP GFP	RSV CPE inhibition	SV40 large T antigen	Dengue-2 NS5 capping	West Nile antiviral	LYP phosphatase	ER stress rescue	GPR35 arrestin U2OS	others
Cc1cccc(-n2c(O)c(/C=C/C=Nc3ccccc3)c(=O)[nH]c2=O)c1	6%	-64%	1.8%	8%	-5%	-0.1%	8%	-0.9%	11%
COc1ccc(NP(=O)(Oc2cccc(C)c2)Oc2cccc(C)c2)cc1OC	-13%	-3%	4.6%	12%	-2%	-0.2%	0%	·	-10%
C[C@]12CCC(=O)C=C1CC[C@@H]1C2CC[C@]2(C)C(=O)CCC12 (stereo partly specified)	3%	13%	3.3%	-34%	2%	-0.6%	-5%	·	-9%
O=C1NC(=O)N(Cc2ccccc2)C(=O)/C1=C/c1cnc(-c2ccccc2)nc1	10%	-11%	0.8%	24%	-7%	1.0%	1%	-0.8%	-1%

Next part.
SMILES	MgcRacGAP inhibition	Salmonella PhoP GFP	RSV CPE inhibition	SV40 large T antigen	Dengue-2 NS5 capping	West Nile antiviral	LYP phosphatase	ER stress rescue	GPR35 arrestin U2OS	others
COCCCNC(=O)c1c(NC(=O)c2ccccc2)n(Cc2ccccc2)c2nc3ccccc3nc12	2%	·	-0.6%	·	-10%	0.3%	·	·	·
CN1CN=C(N[N+](=O)[O-])N(Cc2ccco2)C1	8%	-8%	1.2%	9%	-4%	0.2%	-4%	-0.8%	12%
O=C(Nc1ccc2ccccc2c1)N1C[C@H]2C[C@@H](C1)c1cccc(=O)n1C2	12%	-7%	-1.3%	12%	9%	0.2%	-1%	·	-4%
O=c1c2ccccc2nc(-c2ccccc2)n1-c1ccccc1O	11%	-7%	-1.3%	6%	0%	0.1%	3%	·	-2%	Dengue-2 NS5 capping pilot replicate=1.2
Cc1c(NP(=S)(C(C)(C)C)C(C)(C)C)c(=O)n(-c2ccccc2)n1C	6%	4%	-3.0%	13%	-4%	-0.7%	-11%	0.9%	13%
CCOc1ccc(/C=C2/C(=O)NC(=O)N(CCc3ccc(F)cc3)C2=O)cc1	4%	-1%	0.9%	16%	·	0.6%	-9%	-4.3%	16%
CN1C(=O)C(Cc2cccc3ccccc23)C(=O)N(C)C1=O	13%	9%	0.4%	26%	10%	0.2%	-4%	-4.3%	-13%
CC(C)C(C)(NC(=O)c1cccn(Cc2ccc3c(c2)OC(F)(F)O3)c1=O)C(N)=O (stereo unspecified)	2%	-5%	0.8%	5%	-5%	-0.4%	-5%	·	-5%
COc1ccc(CN2CCN(C(=O)COc3cccc(C)c3)CC2)c(OC)c1	16%	9%	·	9%	1%	-0.7%	2%	1.7%	-6%
OC1(c2ccc(F)cc2)CCNC1 (stereo unspecified)	7%	-7%	0.5%	5%	-3%	-0.5%	-1%	0.3%	11%	Dengue-2 NS5 capping pilot replicate=2.4
CCOc1ccc(-n2c(O)c(N=Nc3c(C)n(C)n(-c4ccccc4)c3=O)c(=O)[nH]c2=O)cc1	·	-3%	0.3%	11%	·	-0.4%	2%	·	15%
CCCNc1nc(OC)nc(N2CC3CC(C2)c2cccc(=O)n2C3)n1 (stereo unspecified)	-5%	4%	1.9%	14%	-2%	-0.5%	-3%	-0.5%	-18%
C=C1C/C(=C/C)C(=O)O[C@@H]2CCN3CC=C(COC(=O)[C@]1(C)O)[C@H]23	-1%	-3%	1.9%	4%	-11%	0.7%	-5%	·	-4%
CN(C)CCn1cnc2ccccc21	5%	-7%	0.4%	14%	-2%	0.3%	-9%	·	5%
CC1CCC(C(C)C)C(OP(N)(=O)c2ccccc2)C1 (stereo unspecified)	7%	-3%	-1.1%	1%	-3%	-0.8%	-11%	0.0%	2%	Dengue-2 NS5 capping pilot replicate=-1.5
N=C1c2ccccc2CN1NC(=O)C1CC1	2%	-2%	0.7%	3%	0%	0.2%	-6%	-1.4%	8%
CCCCn1c(NC(=O)c2ccco2)c(C(=O)OCC)c2nc3ccccc3nc21	5%	-4%	0.8%	8%	30%	0.0%	-1%	-2.6%	-5%
Cc1cc(OCC(=O)NC(Cc2ccc(Cl)cc2)C(=O)O)c2c3c(c(=O)oc2c1)CCCC3 (stereo unspecified)	-1%	-2%	0.9%	2%	1%	-0.1%	2%	·	3%
Cc1ccc(-n2c(/C=C/c3ccc4c(c3)OCO4)nc3ccccc3c2=O)cc1	·	4%	?	18%	·	0.2%	-4%	-0.2%	-7%
c1cncc(C2CCCCN2Cc2ccc3c(c2)OCO3)c1 (stereo unspecified)	15%	15%	1.0%	18%	2%	-0.6%	-5%	-0.2%	10%
O=C(Cc1ccccc1)OC(COCc1ccccc1)CN1CCOCC1 (stereo unspecified)	0%	7%	0.1%	10%	-5%	0.0%	-2%	·	-14%
CCCNC(=O)N1C2CCC1CC(O)(c1cccnc1)C2 (stereo unspecified)	5%	2%	1.1%	46%	-5%	0.0%	-5%	5.1%	-6%
COc1cc2[nH]c(=O)n(-c3cccc(Cl)c3)c(=O)c2cc1OC	3%	6%	1.3%	3%	-5%	0.5%	-2%	-1.1%	-1%

Looked up by compound from above, 5 records:
SMILES	MgcRacGAP inhibition	Salmonella PhoP GFP	RSV CPE inhibition	SV40 large T antigen	Dengue-2 NS5 capping	West Nile antiviral	LYP phosphatase	ER stress rescue	GPR35 arrestin U2OS	others
CN(C)CCn1cnc2ccccc21	5%	-7%	0.4%	14%	-2%	0.3%	-9%	·	5%
CCOc1ccc(/C=C2/C(=O)NC(=O)N(CCc3ccc(F)cc3)C2=O)cc1	4%	-1%	0.9%	16%	·	0.6%	-9%	-4.3%	16%
C=C1C/C(=C/C)C(=O)O[C@@H]2CCN3CC=C(COC(=O)[C@]1(C)O)[C@H]23	-1%	-3%	1.9%	4%	-11%	0.7%	-5%	·	-4%
COc1ccc(CN2CCN(C(=O)COc3cccc(C)c3)CC2)c(OC)c1	16%	9%	·	9%	1%	-0.7%	2%	1.7%	-6%
CN1CN=C(N[N+](=O)[O-])N(Cc2ccco2)C1	8%	-8%	1.2%	9%	-4%	0.2%	-4%	-0.8%	12%
